Screening results (PubChem BioAssay)
5-HT1A blocker = human 5-HT1a receptor antagonists, primary screen, cell-based, CHO, Ga15 NFAT-bla reporter; 5-hydroxytryptamine receptor 1A (Homo sapiens), P08908; CHO 5-HT1a Ga15 NFAT-bla reporter, antagonist mode; inhibition, % at 10 µM; 62,000 compounds, 0.68% hits;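 active = inhibition above the mean of all tested compounds plus 3 SD, cut at about 43% in these data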;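 note: receptor stimulated by 5-CT agonist at 100 nM near EC80; beta-lactamase reporter measured by ratiometric fluorescence of a cleavable substrate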
NADH coupling = inhibitors of PK/LDH coupling enzymes, profiling panel, artefact control, biochemical, MLSMR library; coupled PK/LDH NADH assays, four targets; IC50, µM (titrated, usually from 10 µM), for inactives: top-dose inhibition; 65,000 compounds, 0.02% hits; AID 774, 2007;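 active = single-dose screening hits from any of four coupled enzyme assays that gave an IC50 when retested across doses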;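 note: the DPM-DC format reads NADH fluorescence rather than 340 nm absorbance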
RORa activator = activators of orphan receptor RORA, primary screen, cell-based, luminescence; Nuclear receptor ROR-alpha (Homo sapiens), P35398; CHO-K1 Gal4-RORA LBD luciferase reporter; percent increase over mock-subtracted basal signal; activation, % at 10 µM; 65,000 compounds, 1.5% hits; AID 560, 2006;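 active = activation above the mean of all tested compounds plus 3 SD, cut at about 49% in these data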;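 note: 0% = DMSO-treated RORA cells and 100% = added signal equal to DMSO minus mock-transfected cells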
Target sequence (P35398 whole entry, looked up, the tested form may be a part): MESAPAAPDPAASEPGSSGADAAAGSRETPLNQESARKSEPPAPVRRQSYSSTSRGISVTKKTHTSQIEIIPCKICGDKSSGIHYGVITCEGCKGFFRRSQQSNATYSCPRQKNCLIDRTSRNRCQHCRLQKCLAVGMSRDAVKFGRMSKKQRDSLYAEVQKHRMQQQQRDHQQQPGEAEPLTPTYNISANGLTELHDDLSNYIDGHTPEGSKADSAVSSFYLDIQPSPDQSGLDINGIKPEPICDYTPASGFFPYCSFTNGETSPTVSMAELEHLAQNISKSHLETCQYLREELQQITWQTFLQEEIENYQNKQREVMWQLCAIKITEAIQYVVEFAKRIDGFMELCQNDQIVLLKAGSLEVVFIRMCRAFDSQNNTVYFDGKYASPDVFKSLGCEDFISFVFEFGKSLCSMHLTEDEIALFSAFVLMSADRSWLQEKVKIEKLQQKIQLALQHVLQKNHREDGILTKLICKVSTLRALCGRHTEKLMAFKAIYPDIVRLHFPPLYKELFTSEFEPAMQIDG
MMP-13 inhibitor = human MMP13 inhibitors, primary screen, biochemical, FRET peptide cleavage; Collagenase 3 (Homo sapiens), P45452; inhibition, % at 4 µM; MMP-13 fTHP FRET cleavage, Mca fluorescence; 65,000 compounds, 0.07% hits;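 active = inhibition above the mean of compound-free control plate wells plus 3 SD, cut at about 14% in these data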;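 note: 0% = DMSO wells and 100% = wells with reference MMP-13 inhibitor after basal subtraction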
5HT1E ag = 5-HT1E receptor agonists, primary screen, cell-based, HTS. activation, % at 6 µM. 5-hydroxytryptamine receptor 1E (Homo sapiens), P28566. 65,000 compounds, 0.69% hits. CHO 5-HT1E Ga15 NFAT-bla reporter, FRET; 0% DMSO wells, 100% control agonist wells. AID 574, 2007;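 active = activation above a set limit, the screen-wide mean activation plus 3 SD, cut at about 8.5% in these data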;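 note: 100% = positive control agonist at 1 µM giving full maximal response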
SF1 activator = activators of human SF-1, primary screen, cell-based, CHO-K1, Gal4-SF-1 LBD, luciferase luminescence. CHO-K1 Gal4-SF-1 LBD luciferase reporter; % increase over DMSO SF-1-specific signal. activation, % at 10 µM. 65,000 compounds, 1.9% hits. AID 522, 2006;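 active = activation above the mean activation of all tested compounds plus 3 SD, cut at about 50% in these data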
Target sequence (Q13285 whole entry, looked up, the tested form may be a part): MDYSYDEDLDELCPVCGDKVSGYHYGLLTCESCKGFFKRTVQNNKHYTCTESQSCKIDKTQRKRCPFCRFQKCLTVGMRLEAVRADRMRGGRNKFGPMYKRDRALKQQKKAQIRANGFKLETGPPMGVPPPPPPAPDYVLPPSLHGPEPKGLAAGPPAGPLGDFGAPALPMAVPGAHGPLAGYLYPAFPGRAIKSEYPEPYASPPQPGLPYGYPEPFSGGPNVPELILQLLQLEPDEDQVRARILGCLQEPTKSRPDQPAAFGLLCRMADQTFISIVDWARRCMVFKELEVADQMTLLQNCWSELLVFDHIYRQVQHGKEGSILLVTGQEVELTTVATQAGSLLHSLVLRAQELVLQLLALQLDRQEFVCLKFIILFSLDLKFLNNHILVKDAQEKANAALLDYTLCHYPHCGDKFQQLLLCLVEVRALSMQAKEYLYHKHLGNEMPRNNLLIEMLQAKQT
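Assay system – CHO-K1 cells with Gal4–hSF-1 LBD chimera plus Gal4-driven luciferase · Quantity – 4,000 cells per well · Times – compound added 1 h post-seeding, 20 h exposure at 37 °C, 5% CO2 · Measured by – luciferase light emission · Benchmarks – DMSO and mock-transfected background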
HTR1A agonist = human 5-HT1a receptor agonists, primary screen, cell-based, CHO, Ga15 NFAT-bla reporter; CHO 5-HT1a Ga15 NFAT-bla reporter, FRET ratio; 0% basal, 100% maximal reference agonist; activation, % at 10 µM; 65,000 compounds, 0.56% hits; AID 567, 2006;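 active = activation above the screen-wide mean activation plus 3 SD, cut at about 19% in these data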;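 note: 0% = DMSO wells and 100% = 5-CT at EC100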
tolC growth inh = growth inhibitors of E. coli tolC mutant, primary screen, strain BW25113 ΔtolC::kan, 384-well; OD615; growth inhibition, % at 10 µM (by protocol); 65,000 compounds, 2.2% hits; AID 573, 2007;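 active = growth inhibition at or above a cutoff equal to the mean over every tested compound plus 3 SD, cut at about 60% in these data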;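 note: growth measured after 20 h incubation at 37 °C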
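Doses: one dose of 10 µM final / Material: E. coli BW25113 ΔtolC::kan, tolC deletion mutant strain / Buffer or medium: LB with kanamycin 50 µg/mL / Evaluation: percent growth inhibition / Detection: optical density read at 615 nm / Incubation: 37 °C, 20 h exposure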
5HT1E antag = 5-HT1E receptor antagonists, primary screen, cell-based, HTS | 5-hydroxytryptamine receptor 1E (Homo sapiens), P28566 | CHO 5-HT1E Ga15 NFAT-bla reporter, FRET, antagonist | inhibition, % at 6 µM | 65,000 compounds, 0.99% hits | AID 571, 2007;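 active = inhibition above a set limit, the mean inhibition across every tested compound plus 3 SD, cut at about 29% in these data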;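 note: signal is the 460 over 535 nm emission ratio of beta-lactamase substrate; 0% = agonist plus DMSO wells and 100% = wells without agonist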
Starred values were filed as active, the others as inactive; i = inactive; / = not tested or not shown; [ ] = remark or other dose.

Preview (11 entries):
The line under a structure holds: NADH coupling	5-HT1A blocker	5HT1E ag	SF1 activator	MMP-13 inhibitor	5HT1E antag	tolC growth inh	RORa activator	HTR1A agonist
CSC1=C(C#N)C(c2ccc(C(C)C)cc2)CC(=O)N1 (centres undefined)
 : 5%	22	-0.7	-6	0	15	3	12	-2.2
Nc1cc(N)cc(-c2nc3ccccc3o2)c1
 : 4%	-8	0.7	22	-6	-3	-9	2	0.6
O=C(COC(=O)C1=COCCO1)Nc1ncc(C(F)(F)F)cc1Cl
 : 13%	2	-0.8	4	-6	5	-8	-10	-2.6
Cc1ccc(C(=O)Nc2nc3ccccc3n2CCN2CCCC2)cc1
 : 10%	11	-0.1	38	0	0	17	62*	10
O=C1COc2ccc3ccccc3c2CN1
 : 3%	1	-1.8	-7	0	-9	-11	-7	-0.8
CN(C)Cc1nc2ccccc2c(=O)n1Cc1nc(-c2cc3ccccc3o2)cs1
 : 19%	18	0.5	2	-3	19	-5	-9	3.9
CCc1ccccc1N(CC)C(=O)c1cn(C)c(=O)c2cc(OC)c(OC)cc12
 : 3%	-2	0.8	-11	-1	0	10	-8	-1.3
O=C(Nc1cccc(O)c1)c1cc(S(=O)(=O)N2CCCC2)ccc1Cl
 : 8%	6	-0.8	8	-4	4	-15	-4	-3.3
CCCCN(CCCNC(=O)C1CCN(S(=O)(=O)CC)CC1)c1ccccc1
 : 2%	7	0.3	1	4	-3	-6	16	-1.3
CCCn1c(SCC(=O)Nc2ccccc2C(=O)OCC)nc2c1c(=O)n(C)c(=O)n2C
 : 3%	-1	0.0	1	4	-5	1	-7	-1.2
CNC(=O)c1cc2ccc(OC)cc2oc1=O
 : 7%[fluoresces]	11	-1.1	12	i[fluorescence artefact?]	-4	1	-7	-4.8

The whole of this part, repeating the preview:
The line under a structure holds: NADH coupling	5-HT1A blocker	5HT1E ag	SF1 activator	MMP-13 inhibitor	5HT1E antag	tolC growth inh	RORa activator	HTR1A agonist
CSC1=C(C#N)C(c2ccc(C(C)C)cc2)CC(=O)N1 (centres undefined)
 : 5%	22	-0.7	-6	0	15	3	12	-2.2
Nc1cc(N)cc(-c2nc3ccccc3o2)c1
 : 4%	-8	0.7	22	-6	-3	-9	2	0.6
O=C(COC(=O)C1=COCCO1)Nc1ncc(C(F)(F)F)cc1Cl
 : 13%	2	-0.8	4	-6	5	-8	-10	-2.6
Cc1ccc(C(=O)Nc2nc3ccccc3n2CCN2CCCC2)cc1
 : 10%	11	-0.1	38	0	0	17	62*	10
O=C1COc2ccc3ccccc3c2CN1
 : 3%	1	-1.8	-7	0	-9	-11	-7	-0.8
CN(C)Cc1nc2ccccc2c(=O)n1Cc1nc(-c2cc3ccccc3o2)cs1
 : 19%	18	0.5	2	-3	19	-5	-9	3.9
CCc1ccccc1N(CC)C(=O)c1cn(C)c(=O)c2cc(OC)c(OC)cc12
 : 3%	-2	0.8	-11	-1	0	10	-8	-1.3
O=C(Nc1cccc(O)c1)c1cc(S(=O)(=O)N2CCCC2)ccc1Cl
 : 8%	6	-0.8	8	-4	4	-15	-4	-3.3
CCCCN(CCCNC(=O)C1CCN(S(=O)(=O)CC)CC1)c1ccccc1
 : 2%	7	0.3	1	4	-3	-6	16	-1.3
CCCn1c(SCC(=O)Nc2ccccc2C(=O)OCC)nc2c1c(=O)n(C)c(=O)n2C
 : 3%	-1	0.0	1	4	-5	1	-7	-1.2
CNC(=O)c1cc2ccc(OC)cc2oc1=O
 : 7%[fluoresces]	11	-1.1	12	i[fluorescence artefact?]	-4	1	-7	-4.8
COC(=O)c1ccc(COc2cccc(OC)c2)o1
 : 5%	14	0.2	-7	4	-2	1	11	-1.0
COCCNC(=O)C(c1cccs1)N(C(=O)Cn1nnc2ccccc21)c1ccc2c(c1)OCO2 (centres undefined)
 : 5%	-3	-1.1	-2	-1	-4	-5	10	-1.7
O=c1[nH]c2ccc(Br)cc2c(-c2ccccc2)c1N1CCOCC1
 : 1%	0	0.0	-2	4	0	11	7	3.2
Cc1ccc(C)c(NC(=O)CS(=O)(=O)c2cn(C)c3ccccc23)c1
 : 3%	10	-0.3	-4	-1	-6	0	14	-0.6
Cc1ccc2nc(-c3ccccn3)oc2c1
 : 16%	-3	-0.8	11	-142[fluorescence artefact?]	-11	-13	-39	-3.1
CC(C)OCCCNc1ncnc2c1cnn2-c1ccccc1
 : 4%	/	0.4	26	-8	-12	0	-27	1.4
CCn1cc(C(=O)OCc2cccc(Br)c2)c(=O)c2ccc(C)nc21
 : 6%	-2	0.2	-6	6	13	26	10	-0.6
Cc1ccccc1CN1CCNC(=O)C1CC(=O)O (centres undefined)
 : 2%	5	0.5	-12	0	-11	-2	-4	1.2
CC(=O)N1CCN(c2ccc(NCc3ccc(C)cc3)cc2)CC1
 : 9%	-5	-0.8	-2	2	-2	-13	-11	-2.8
CCOC(=O)CC1=C(C(=O)OCC)C(c2ccc(OC)c(OC)c2)C(C#N)=C(N)O1 (centres undefined)
 : 4%	/	-0.5	-11	-8	3	21	-20	1.6
COc1ccccc1N1CCN(C(=O)C2CCC(Cn3c(=S)[nH]c4ccccc4c3=O)CC2)CC1 (centres undefined)
 : 6%	-10	-0.3	-2	0	-7	32	11	2.5
COc1cc(C(=O)NCc2ccc(-c3nc4ccccc4o3)cc2)cc(OC)c1OC
 : 1%	-3	1.0	18	-3	2	10	12	0.1
c1ccc(N2CCCCC2)c(NC2=NCCC2)c1
 : 2%	3	-0.4	0	3	-9	-10	-11	-2.5
CC1(C)NC(=O)N(CC(O)CN2CCCCC2)C1=O (centres undefined)
 : 4%	-17	-0.7	51*	-4	-3	-24	9	-0.8
CCOCCCNC(=O)c1cccs1
 : 4%	-5	-1.2	3	-1	12	-5	-7	-0.8
CC(C)COc1ccc(C(=O)NC(CC(C)C)C(=O)O)cc1 (centres undefined)
 : 2%	/	-0.4	-12	-4	-15	16	-2	2.4
CC(Nc1nc(N2CCN(S(C)(=O)=O)CC2)nc2ccccc12)c1ccccc1 (centres undefined)
 : 8%[fluoresces]	7	-0.3	-11	-41	-8	24	-14	-1.0
CCCCC(=O)NCCc1cc2c(OC)ccc(OC)c2[nH]c1=O
 : 7%	-8	0.1	-3	-2	-4	6	-10	-4.5
Cc1ccc2cc(CN(Cc3nnnn3C3CCCCC3)CC3CCCO3)c(=O)[nH]c2c1 (centres undefined)
 : 6%	-2	0.5	7	-2	-7	44	0	3.9
Cc1cc(C(=O)OCC(=O)Nc2nc(-c3ccccc3)cs2)c(C)o1
 : 3%	-6	0.3	22	0	-1	6	19	-0.2
COC(=O)c1ccc(NC(=O)CSc2nnc(CNc3ccc(F)cc3)n2C)cc1
 : 8%	-2	0.8	11	-1	0	9	24	-0.1
Cc1ccccc1OCC(=O)Nc1ccccc1N1CCCCC1
 : 3%	4	1.0	-29	4	1	39	-16	0.2
CCn1cc(CNC(=O)c2cc(Cl)ccc2OC)c(C)n1
 : 9%	1	-0.7	-10	1	0	-4	-12	-0.1
Clc1ccc(Cn2nnc(-c3ccc(CN4CCOCC4)cc3)n2)cc1
 : 9%	19	-0.8	9	2	13	51	-2	-2.5
Cc1nnc(SCC(=O)NCc2ccc(Cl)cc2)[nH]c1=O
 : 3%	-6	-0.1	4	4	-1	-9	-12	1.5
CN1C(=O)c2cccc(NC(=O)C3CCCCC3)c2C1=O
 : 7%	-2	0.5	-13	-28	2	-2	1	1.9
O=C(NCC1CCCO1)c1nc2c(nnn2Cc2ccc(F)cc2)c(=O)[nH]1 (centres undefined)
 : 2%	-2	-0.4	4	-9	-7	8	7	-0.3
c1coc(CNc2c3c(nc4ccccc24)CCC3)c1
 : 6%	20	-0.3	-7	4	3	12	-11	-4.3
CCC(C)C(NC(=O)C1CCC(C)CC1)C(=O)NC(C(=O)OC)C(C)C (centres undefined)
 : 6%	7	-1.0	-7	-5	-3	0	6	-2.3
CCC(=O)N1c2ccc(S(=O)(=O)CCC(=O)NCc3ccc4c(c3)OCO4)cc2CC1C (centres undefined)
 : 6%	-1	-0.1	5	3	-3	-24	-10	-1.4
CCOC(=O)Cn1c(C)nc2ccccc21
 : 5%	-10	0.5	6	1	0	-11	-13	0.7
OCCn1c(-c2ccc3c(c2)OCO3)csc1=Nc1ccccc1
 : 2%	13	0.4	51*	2	-13	76*	46	-0.5
Cc1ccc(S(=O)(=O)N2CCCCC2)cc1C(=O)Nc1ncn[nH]1
 : 3%	10	0.6	-14	4	9	-8	-9	0.9
CCCCN(CC)CCNC(=O)c1cc2c(C)nc3ccccc3c2o1
 : 3%	0	2.2	18	-17	-5	7	4	-0.2
Cc1cc(=O)n2c(-c3ccccc3C)n[nH]c2n1
 : 2%	1	-0.3	-1	-1	-1	-36	8	-0.3
CCOC(=O)N1CCC(NC(=O)CCc2c(C)nc3nc(C)nn3c2C)CC1
 : 5%	-7	0.1	6	-4	-6	-7	-10	-0.3
O=C1COc2ccc(C(=O)COC(=O)Cn3cnc4ccccc43)cc2N1
 : 6%	1	-0.7	7	0	-11	-24	12	-5.9
COCCNC(=O)c1ccc(NS(C)(=O)=O)cc1
 : 4%	-5	-0.1	-6	-1	-3	-19	-9	-5.1
O=C(Nc1cccc2ccccc12)N1CCN(c2ccc(F)cc2)CC1
 : 4%	9	1.9	4	-47	-3	4	-24	2.3
CCn1c(CSc2nc3ccccc3n2C)nc2ccccc21
 : 6%	1	-1.0	-20	1	9	18	6	3.0
Cc1cc2cc(CN(Cc3ccc4c(c3)OCO4)Cc3nnnn3C3CCCC3)c(=O)[nH]c2cc1C
 : 3%	-13	-0.6	21	-1	0	4	9	-0.4
Oc1ccc2ccccc2c1C=NCc1cn2ccsc2n1
 : 3%	26	0.0	-8	-4	5	-6	-3	-1.9
O=S(=O)(c1ccc(Br)c2nsnc12)N1CCOCC1
 : 6%	16	0.2	13	-2	23	-11	-8	-3.7
C/C(Cl)=C/CSc1nc2c(c(=O)[nH]c(=O)n2C)n1C(C)C
 : 2%	-19	1.2	-8	-5	8	7	20	5.8
CCOC(=O)C1CCN(CC(=O)c2c(C)[nH]c3ccccc23)CC1
 : 4%	18	-0.1	-2	0	-3	-9	-15	-3.6
